RGS12 GoLoco inh: qHTS Assay for Inhibitors of RGS12 GoLoco Motif Activity (Red Fluorophore); AID 880, 2007; Guanine nucleotide-binding protein G(i) subunit alpha-1 (Homo sapiens), P63096; Gai1:RGS12 GoLoco peptide FP, rhodamine, 10 min; 230,000 compounds, 0.44% hits; Potency, µM (titrated, usually from 61.6 µM), for inactives: top-dose activity, negative = inhibition, hits mostly inhibitors; active = well fitted inhibition curve with a large enough effect, not every such curve was filed as active; inactive = no such curve, though single readings can be large or run the other way; note: % is set by controls: 0 for no effect and ±100 for the full control effect; nearly all actives have a fitted effect of over 30% in size; many of its hits are not listed in these tables
KDM4E inh: qHTS Assay for Inhibitors of Human Jumonji Domain Containing 2E (JMJD2E); Lysine-specific demethylase 4E (Homo sapiens), B2RXH2; JMJD2E catalytic domain, FDH-coupled NADH fluorescence (FDH is formaldehyde dehydrogenase); Potency, µM (doses to about 57.1 µM), for the others: at the top dose activity change, negative = inhibition, most hits filed as inhibitors; 230,000 compounds, 1.6% hits; AID 2147, 2009; active = well fitted inhibition curve with a large enough effect, not every such curve was filed as active; inconclusive = small, poorly fitted or top-dose-only effect, or another doubt; inactive = no such curve, though single readings can be large or run the other way;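 note: 0% = wells with enzyme and -100% = buffer wells without enzyme; nearly all actives have a fitted effect of over 50% in size; many of its hits are not listed in these tables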
Lamin A splicing: qHTS Assay for Modulators of Lamin A Splicing. Potency, µM (top dose mostly 46.1 µM), without a hit: top-dose ratio change, negative = inhibition, hits mostly inhibitors. HeLa LMNA splicing GFP/RFP minigene ratio, 48 h. 200,000 compounds, 0.01% hits. AID 1487, 2009; active = well fitted inhibition curve with a large enough effect in the signal ratio, with a control signal flat, not every such curve was filed as active; inconclusive = small, poorly fitted or top-dose-only effect, or effect the other way, or a change in a side signal; the % refers to the signal ratio; note: % is set by controls: 0 for no effect and ±100 for the full control effect
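S3 HeLa cells stably expressing lamin A-EGFP splicing minigene plus DsRed2, 600 cells/well, 48 h compound exposure at 37C. Laser-scanning cytometry; analysed as GFP (500-530 nm)/RFP (575-640 nm) total intensity ratio; 0.5% DMSO vehicle.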
TexasRed fluor: Total Fluorescence Counterscreen for Inhibitors of the Interaction of Thyroid Hormone Receptor and Steroid Receptor Coregulator 2 | 280,000 compounds, 0.29% hits | TRb/SRC2 Texas Red total fluorescence interference | Potency, µM (doses to about 106 µM), inactives show top-dose fluorescence change, negative = quenching; active = well fitted curve in either direction with a large enough effect; inconclusive = small, poorly fitted or top-dose-only effect; note: % is set by controls: 0 for no effect and ±100 for the full control effect
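Human TRb ligand-binding domain at 0.6 uM with 20 nM Texas Red SRC2 peptide in Tris buffer containing 1 uM T3 and 5% DMSO, incubated with compound 5 h at ambient temperature. Total fluorescence (555/632 nm) calculated as parallel + 2 × perpendicular.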
TRb-SRC2 inh: qHTS for Inhibitors of the Interaction of Thyroid Hormone Receptor and Steroid Receptor Coregulator 2; AID 1469, 2008; Thyroid hormone receptor beta (Homo sapiens), P10828; TRbeta-SRC2 peptide binding, fluorescence polarization; receptor liganded with 1 µM T3; 280,000 compounds, 0.065% hits; Potency, µM (series often up to 106 µM), for inactives: top-dose activity change, negative = inhibition, hits mostly inhibitors;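 note: plate controls were bound peptide for no effect and peptide without receptor for full effect; nearly all actives have a fitted effect of over 50% in size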
Target sequence (P10828 whole entry, looked up): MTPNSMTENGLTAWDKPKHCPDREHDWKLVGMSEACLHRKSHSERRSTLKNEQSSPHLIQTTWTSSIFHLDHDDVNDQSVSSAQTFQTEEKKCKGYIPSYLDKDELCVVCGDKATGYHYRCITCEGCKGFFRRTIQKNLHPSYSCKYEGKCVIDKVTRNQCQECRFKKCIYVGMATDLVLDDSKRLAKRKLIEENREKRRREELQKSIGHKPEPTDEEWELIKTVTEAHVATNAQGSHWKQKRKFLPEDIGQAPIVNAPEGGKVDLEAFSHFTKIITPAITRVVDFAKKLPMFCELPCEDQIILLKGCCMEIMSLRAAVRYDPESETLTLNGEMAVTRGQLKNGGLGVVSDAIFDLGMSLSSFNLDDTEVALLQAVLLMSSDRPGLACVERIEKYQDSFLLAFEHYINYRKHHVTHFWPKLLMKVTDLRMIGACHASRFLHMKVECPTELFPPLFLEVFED
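Binding of a 20-amino-acid Texas Red SRC2 peptide (20 nM) to TRb ligand-binding domain (0.6 uM) with agonist T3 at 1 uM was followed by fluorescence polarization after a 5 hr room-temperature incubation.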
SMN2 splice enh: qHTS Assay for Enhancers of SMN2 Splice Variant Expression; HEK293 SMN2-luciferase splicing reporter, luminescence, 30-36 h; Potency, µM (top dose mostly 46.1 µM), inactives show at the top dose activity change, positive = activation, most hits filed as activators; 210,000 compounds, 2.8% hits; note: % of control where 0% means no effect; nearly all actives have a fitted effect of over 55% in size
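HEK293 cells carry an SMN2 […]–luciferase reporter in which exon 7 inclusion puts luciferase in frame. Cells were plated 10-12 h before compound addition, then incubated 30-36 h at 37C. ONE-Glo luminescence was read; sodium butyrate at 4.5 mM final served as control.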
ALDH1A1 block: qHTS Assay for Inhibitors of Aldehyde Dehydrogenase 1 (ALDH1A1). Aldehyde dehydrogenase 1A1 (Homo sapiens), P00352. Potency, µM (doses to about 75.3 µM), inactives show at the highest dose activity, negative = inhibition, actives largely listed as inhibitors. Purified ALDH1A1, NADH fluorescence, propionaldehyde substrate. 220,000 compounds, 7.3% hits. AID 1030, 2008; active = well fitted inhibition curve with a large enough effect, not every such curve was filed as active; inconclusive = small, poorly fitted or top-dose-only effect, or another doubt; inactive = no such curve, though single readings can be large or run the other way;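 note: plate controls were no enzyme wells and a reference inhibitor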
Target sequence (P00352 whole entry, looked up): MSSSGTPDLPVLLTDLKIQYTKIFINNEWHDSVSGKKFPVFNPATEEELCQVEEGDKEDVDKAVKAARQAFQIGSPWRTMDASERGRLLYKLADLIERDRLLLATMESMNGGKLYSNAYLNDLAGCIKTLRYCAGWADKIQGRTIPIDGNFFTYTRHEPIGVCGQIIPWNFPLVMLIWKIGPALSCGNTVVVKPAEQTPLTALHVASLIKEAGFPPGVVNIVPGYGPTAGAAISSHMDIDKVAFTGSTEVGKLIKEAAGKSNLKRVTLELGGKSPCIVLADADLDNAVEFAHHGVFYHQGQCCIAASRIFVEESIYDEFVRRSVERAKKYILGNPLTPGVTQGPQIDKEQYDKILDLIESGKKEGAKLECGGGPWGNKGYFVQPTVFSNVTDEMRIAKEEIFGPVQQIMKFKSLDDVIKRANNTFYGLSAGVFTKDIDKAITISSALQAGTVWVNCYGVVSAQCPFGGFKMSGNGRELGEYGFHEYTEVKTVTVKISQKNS
RECQ1 inh: qHTS Assay for Inhibitors of RecQ-Like Dna Helicase 1 (RECQ1); ATP-dependent DNA helicase Q1 (Homo sapiens), P46063; RECQ1 DNA unwinding, red fluorescence kinetic read; Potency, µM (top dose mostly 57.3 µM), without a hit: at the top dose activity, negative = inhibition, most hits filed as inhibitors; 240,000 compounds, 0.54% hits;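 note: plate controls were vehicle for no effect and no enzyme for full effect; nearly all actives have a fitted effect of over 30% in size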
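50 nM RECQ1T1 preincubated 15 min with compound in Tris pH 8.0 buffer with MgCl2, DTT, Tween-20 and 2.5 ug/ml poly(dI-dC); started with 200 nM TAMRA/BHQ-2 forked duplex and 2 mM ATP. Unwinding read as fluorescence (525/598 nm), two reads 2 h apart.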
An asterisk follows results filed as active; i = inactive; ? = inconclusive; . = not tested or not shown; [ ] = remark or other dose. Unless noted, calls come from the whole dose curve; as a rule, active = well fitted curve in the direction sought with a large enough effect; inconclusive = small, poorly fitted or top-dose-only effect, or another doubt; inactive = no such curve, though single readings can be large; an effect the other way counts as inactive or inconclusive. Potency is the fitted concentration of half-maximal effect. A portion of the library (hit frequency here may not be typical).

Order of results – RGS12 GoLoco inh	KDM4E inh	Lamin A splicing	TexasRed fluor	TRb-SRC2 inh	SMN2 splice enh	ALDH1A1 block	RECQ1 inh
Cc1nn2c(NCc3ccccn3)c3c(nc2c1-c1ccccc1)CCC3
  -16%	?	.	-4%	1%	.	.	1%
CN(C1CCCCC1)S(=O)(=O)c1ccc(NC(=O)CCC(=O)O)cc1
  4%	-2%	-2%	2%	-18%	-8%	-9%	-1%
COc1ccc(NS(=O)(=O)c2ccc(NC(=O)C(C)(C(F)(F)F)C(F)(F)F)cc2)nn1
  4%	-4%	-6%	-2%	-30%	-10%	-15%	-4%
CN(Cc1ccco1)c1ncncc1-c1ccccc1Cl
  -10%	.	?	.	.	.	?	5%
CC(=O)OC1COC(n2ccc3ccccc32)C(OC(C)=O)C1OC(C)=O (stereo not given)
  7%	4%	?	0%	7%	4%	9%	-3%
O=C(CN1C(=O)NC2(CCCCCCC2)C1=O)N1CCOCC1
  .	0%	7%	0%	-3%	.	7%	-10%
CCOC(=O)C1CCCN(C(=O)CN2C(=O)C(CC)Oc3ccc(C)cc32)C1 (stereo not given)
  6%	3%	1%	1%	4%	26%	3%	6%
Cc1ccc(CSc2nnc(-c3cccnc3)n2N)cc1
  7%	2%	11%	-1%	-9%	1%	-6%	-2%
O=C(Nc1nc2ccccc2[nH]1)c1ccccc1
  2%	-7%	-6%	-1%	-1%	4µM*	7%	-12%
CCOC(=O)NC1CCS(=O)(=O)C1 (stereo not given)
  -2%	15%	-2%	-3%	0%	0%	6%	-11%
CN(Cc1ccccc1)CC(O)COc1ccc(CNCc2ccc(Cl)s2)cc1 (stereo not given)
  -4%	12%	.	1%	2%	.	3%	-3%
COc1cc(CN2CCN(C(=O)CC(C)C)CC2)cc(OC)c1OC
  -12%	?	12%	1%	3%	-16%	1%	-2%
O=C1c2ccccc2-c2ncnc3c(N4CCOCC4)cc(N4CCOCC4)c1c23
  16%	4%	-7%	-5%	-3%	-5%	-2%	2%
CCn1c(SCC(=O)Nc2cc(C)on2)nc2c(c1=O)SC(C)C2 (stereo not given)
  -1%	0%	7%	-4%	-3%	-18%	1%	3%
Cc1nnc(Oc2ccccc2F)c2ccccc12
  -1%	-8%	2%	2%	-10%	1%	?	-15%
O=C(Nc1ccc2c(c1)OCCO2)c1cccc(S(=O)(=O)N2CCCCC2)c1
  -2%	2%	-29%	2%	-1%	-10%	?	i
Cc1ccc(NC(=O)/C(=C/c2ccco2)c2ccccc2)c(C)c1
  -2%	3%	3%	-1%	0%	?	?	i
CCn1nnnc1SCC(=O)Nc1ccc2c(c1)OCO2
  3%	2%	-7%	0%	1%	17%	2%	-7%
C=CCn1c[n+](CC(=O)c2ccc(Br)s2)c2ccccc21
  14%	0%	-22%[46 µM]	1%	-4%	.	4%	9%
Cc1cc(NC(=O)NC2CC(=O)N(c3ccc4c(c3)OCCO4)C2)no1 (stereo not given)
  12%	4%	.	-1%	-2%	-2%	6%	-18%
CS(=O)(=O)c1ccc2nc(NC(=O)c3ccc(N4C(=O)CCC4=O)cc3)sc2c1
  -28%	-1%	.	1%	-3%	.	.	-4%
CN1/C(=C\C(=O)c2cccnc2Cl)C(C)(C)c2ccccc21
  17%	-13%	?	-2%	2%	-26%	3%	-6%
COc1cccc(-c2nn(-c3ccccc3)cc2CNC(C)Cn2cncn2)c1 (stereo not given)
  21%	-8%	.	10%	-4%	.	1%	-4%
Cc1cccc(-c2nc3ccccc3c(=O)n2NC(=O)c2cccnc2Cl)c1
  -3%	-1%	-9%	-1%	-3%	-1%[1.84 µM]	-4%	-8%
S=c1[nH]nc(Cc2cccs2)n1-c1cccc2ccccc12
  15%	?	8%	-2%	10%	-1%	-5%	-6%
Cc1c(NC(=O)c2ccccc2)c(=O)n(-c2ccccc2)n1C
  0%	9%	-3%	-2%	-12%	-12%	9%	0%
Cc1cc([N+](=O)[O-])nn1Cc1ccc(F)cc1
  6%	-1%	.	-3%	3%	-26%	-5%	-3%
CC(C)(C)C(=O)NC(NC(=S)Nc1ccc(S(N)(=O)=O)cc1)C(Cl)(Cl)Cl (stereo not given)
  -1%	-1%	-2%	1%	7%	-8%	-2%	-7%
CN(C)C(=O)N1CCC(C(=O)NCc2cccs2)CC1
  10%	-1%	-6%	3%	-10%	16%	6%	i
Cc1cc(C)nc(SCc2ccc(C(=O)N/N=C3\CCCC(=O)C3)cc2)n1
  11%	?	-11%[46 µM]	-1%	2%	-10%	8.9µM*	22µM*

Carrying on:
Order of results – RGS12 GoLoco inh	KDM4E inh	Lamin A splicing	TexasRed fluor	TRb-SRC2 inh	SMN2 splice enh	ALDH1A1 block	RECQ1 inh
CCCN(Cc1cc2cc(C)ccc2[nH]c1=O)C(=O)c1cccc([N+](=O)[O-])c1
  1%	-5%	.	-2%	-4%	.	.	0%
Nc1nc2nccc(-c3cccnc3)n2n1
  2%	?	?	-1%	-5%	?	?	-3%
O=C(Cc1ccc2c(c1)CCCC2)Nc1ccc2ccccc2c1
  4%	-29%	?	-3%	3%	?	22µM*	-13%
CCn1nnnc1SCC(=O)N1CCCc2ccccc21
  2%	6%	-4%	0%	-5%	9%	3.5µM*	1%
COc1ccc2[nH]c3c(=S)nc[nH]c3c2c1
  9%	8%	.	-3%	-9%	.	?	-13%
COc1ccccc1C(=O)NCC1CCN(c2ccc(S(=O)(=O)N3CCOCC3)cc2)CC1
  2%	?	?	1%	9%	-46%[inhibitor]	-4%	0%
CC(C)n1c(SCC(=O)Nc2nc3c(s2)CCCC3)nc2c1c(=O)n(C)c(=O)n2C
  8%	-5%	?	-3%	7%	-69%[inhibitor]	-22%	-7%
CCn1c(SCC(=O)N2CC(=O)Nc3ccccc32)nnc1-c1ccoc1C
  -3%	0%	-6%	-1%	-10%	-7%	-3%	-13%
CCOC(=O)C1CCCN(CCC(C)c2ccccc2)C1 (stereo not given)
  -2%	?	-2%	-1%	-1%	30%	?	5%
COc1ccc(Br)cc1CNC(=O)CCc1nc(-c2ccc(C)cc2)no1
  2%	-2%	-9%	-1%	-14%	-13%	1%	i
O=C1c2ccccc2-c2onc3ccc(N4CCCC4)c1c23
  -200%	18µM*	.	45µM*[fluorescent]	40µM*	-38%[inhibitor]	22µM*	14µM*
C=CCN1c2ccccc2[C@]23C[C@@H](C(=O)OC)N(S(=O)(=O)c4c(C)noc4C)C2=NC(C(=O)OC)=C(C(=O)OC)[C@H]13
  5%[14.2 µM]	8%[11.4 µM]	2%[9.22 µM]	0%[11.2 µM]	3%[11.2 µM]	11%[9.22 µM]	3%[13.5 µM]	-11%[11.5 µM]
O=C1N=c2ccccc2=C1c1[nH]c(=S)[nH]c1O
  -2%	-2%	?	-7%	6%	5%	11µM*	-15%
NC(CCC(=O)O)C12CC3CC(CC(C3)C1)C2 (stereo not given)
  2%	11%	-8%[46 µM]	-3%	-2%	11%	7%	i
C=CCn1c(=N)c(C(=O)OCC)cc2c(=O)n3cc(C)ccc3nc21
  4%	?	0%	-1%	0%	-4%	?	20%
COc1ccccc1N(CC(O)Cn1ccnc1C)S(=O)(=O)c1ccccc1 (stereo not given)
  -4%	3%	3%[9.22 µM]	1%	-2%	-3%	5%	-3%
O=C(NCC1CCCO1)NC12CC3CC(CC(C3)C1)C2 (stereo not given)
  5%	-7%	-2%	-3%	-7%	-15%	10%	-3%
O=C(OCc1cc(Cl)ccc1OC(F)F)c1cc(S(=O)(=O)O)ccc1O
  -12%	3%	9%	-4%	-7%	-8%	10%	18%
COc1cc2c(cc1OC)C1(O)C(=O)c3ccc(O)c(C(=O)O)c3OC1CO2 (stereo not given)
  1%	?	.	-2%	1%	2%	-11%	-5%
Cc1ccc(NC(=O)c2ccc(-n3cccn3)c([N+](=O)[O-])c2)cc1
  -12%	5%	7%	-1%	-9%	-30%	?	i
CC(C)Oc1cccc(NC(=O)c2cnccc2C(F)(F)F)c1
  6%	1%	.	3%	0%	.	.	-7%
Cc1ccc(Cl)cc1NC(=O)Cn1cc(C(F)(F)F)cc(Cl)c1=O
  0%	-12%	-5%	0%	-5%	-6%	7%	4%
CNNC(=O)C(C)NC(=O)c1ccc(Br)cc1 (stereo not given)
  8%	8%	8%	-7%	-1%	1%	6%	-5%
C=CCN1C(=O)c2ccccc2Sc2ccc(C(=O)N3CCN(C)CC3)cc21
  6%	0%	12%	-1%	-12%	1%	?	i
CCc1nc2ccc(C(=O)Nc3ccc(NC(C)=O)cc3)cc2nc1CC
  -24%	3%	-16%	5%	-3%	-5%	7%	-7%

Source: PubChem BioAssay (National Center for Advancing Translational Sciences (NCATS))
